PKA-R1A activ = activates the PKA-R1A holoenzyme complex | PKA-R1A dissociation, Cy5-IP20 fluorescence polarization; scaled: DMSO 0%, 113 µM cGMP 100% | activation, % at 11.4 µM | 340,000 tested, 0.083% active | AID 504707;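 active = percent activation above the mean of all tested compounds plus 3 SD, cut at about 19% in these data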;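 also: higher means more PKAc released from R1A so a rise in polarization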
OPRM1-OPRD1 inv = inverse agonists of human mu-delta opioid receptor heterodimerization. P35372+P41143. cell-based MOR-DOR heterodimer luminescence, inverse agonism. inhibition, % at 9.3 µM. 340,000 tested, 0.21% active. AID 504357; in the data active = inhibition above about 22%, passing the limit was not always enough;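 also: 0% = cells with DMSO and 100% = wells without cells with DMSO; values of inactives mirror those of a sister screen read the other way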
AddAB inh = less growth of phage-infected E. coli with AddAB. inhibition, % at 11.9 µM. 330,000 tested, 0.29% active. E. coli expressing H. pylori AddAB, absorbance growth. AID 435030; in the data active = inhibition above about 12%;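 also: 0% = vehicle wells of infected cells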
Ecoli viability = reduces bacterial viability in AddAB counter-screen; inhibition, % at 11.9 µM; E. coli V3065 growth, OD600 absorbance, 18 h; 330,000 tested, 0.27% active;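 active = inhibition above the campaign's mean inhibition across all tested compounds plus 3 SD, cut at about 9.9% in these data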;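 also: uninfected addAB+ strain grown without phage in ampicillin broth; 0% = DMSO wells and 100% = ciprofloxacin 0.95 µg/ml wells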
MOR-DOR ag = OPRM1-OPRD1 heterodimerization agonism. activation, % at 9.3 µM. 340,000 tested, 0.3% active. cells, luminescence. P35372+P41143; in the data active = activation above about 18%;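 also: 0% = vehicle-treated cells and 100% = reference agonist; values of inactives mirror those of a sister screen read the other way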
phage Ecoli inh = E. coli growth loss with phage present; growth absorbance; inhibition, % at 11.9 µM; 360,000 tested, 0.26% active; in the data active = inhibition above about 11%
Mot1-301 SUMO = inhibitors of SUMOylation pathway: yeast Mot1-301 growth rescue; S. cerevisiae Mot1-301 growth rescue, ATP luminescence, 38.5C; percent above DMSO median, 100 means doubled; 320,000 tested, 1% active; growth rescue, % at 18.8 µM;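 active = every valid replicate shows activation above 250% relative to neutral control wells; inactive = the rest, any valid replicate at or below 250%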;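 also: OY570 slx delta 5 strain wells were the positive control but not used for scaling; some compounds called inactive have numbers as strong as hits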
PfHsp90 yeast 2 = growth inhibition of yeast expressing Plasmodium Hsp90; S. cerevisiae expressing PfHsp90, BacTiter-Glo ATP, 48 h; yeast lacking PDR1 and PDR3 efflux regulators; inhibition, % at 9.4 µM; 310,000 tested, 0.32% active;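 active = every replicate shows inhibition above about 80%, whatever the replicate mean, limit read from the data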;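 also: 0% = DMSO neutral controls and 100% = 20 µM radicicol positive controls; yeast relying on Plasmodium falciparum Hsp90 in place of its own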
HTR5A ag = counter-screen for OPRM1-OPRD1 agonists: human HTR5A agonism. P47898. HTR5A agonist assay, luminescence, cell-based. activation, % at 9.3 µM. 340,000 tested, 0.61% active. AID 504692; in the data active = activation mostly above about 9.5%, no sharp cut-off; inactive = mostly below about 7.6%;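 also: 0% = cells with vehicle only and 100% = reference agonist; strong numbers were not always called active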
HTR5A inv ag = HTR5A inverse agonism, opioid heterodimer counter-screen. inhibition, % at 9.3 µM. P47898. 340,000 tested, 0.083% active. HTR5A cell line, luminescence; in the data active = inhibition mostly above about 23%, no sharp cut-off; inactive = mostly below about 18%;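 also: 0% = cells with DMSO and 100% = no-cell wells with DMSO; some compounds called inactive have numbers as strong as hits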
DSG3 Ab inh = human desmoglein-3 autoantibody binding inhibition | DSG3-coupled beads, scFv-anti-DSG3-GFP binding, flow cytometry; active compounds read low | binding (percent of control), % at 10 µM | 310,000 tested, 0.48% active;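 active = binding more than 3 SD below its plate's average and above zero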;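 also: hits lower antibody fragment binding to DSG3; some compounds called inactive have numbers as strong as hits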
Target sequence (P32926 whole entry, looked up, the tested form may be a part): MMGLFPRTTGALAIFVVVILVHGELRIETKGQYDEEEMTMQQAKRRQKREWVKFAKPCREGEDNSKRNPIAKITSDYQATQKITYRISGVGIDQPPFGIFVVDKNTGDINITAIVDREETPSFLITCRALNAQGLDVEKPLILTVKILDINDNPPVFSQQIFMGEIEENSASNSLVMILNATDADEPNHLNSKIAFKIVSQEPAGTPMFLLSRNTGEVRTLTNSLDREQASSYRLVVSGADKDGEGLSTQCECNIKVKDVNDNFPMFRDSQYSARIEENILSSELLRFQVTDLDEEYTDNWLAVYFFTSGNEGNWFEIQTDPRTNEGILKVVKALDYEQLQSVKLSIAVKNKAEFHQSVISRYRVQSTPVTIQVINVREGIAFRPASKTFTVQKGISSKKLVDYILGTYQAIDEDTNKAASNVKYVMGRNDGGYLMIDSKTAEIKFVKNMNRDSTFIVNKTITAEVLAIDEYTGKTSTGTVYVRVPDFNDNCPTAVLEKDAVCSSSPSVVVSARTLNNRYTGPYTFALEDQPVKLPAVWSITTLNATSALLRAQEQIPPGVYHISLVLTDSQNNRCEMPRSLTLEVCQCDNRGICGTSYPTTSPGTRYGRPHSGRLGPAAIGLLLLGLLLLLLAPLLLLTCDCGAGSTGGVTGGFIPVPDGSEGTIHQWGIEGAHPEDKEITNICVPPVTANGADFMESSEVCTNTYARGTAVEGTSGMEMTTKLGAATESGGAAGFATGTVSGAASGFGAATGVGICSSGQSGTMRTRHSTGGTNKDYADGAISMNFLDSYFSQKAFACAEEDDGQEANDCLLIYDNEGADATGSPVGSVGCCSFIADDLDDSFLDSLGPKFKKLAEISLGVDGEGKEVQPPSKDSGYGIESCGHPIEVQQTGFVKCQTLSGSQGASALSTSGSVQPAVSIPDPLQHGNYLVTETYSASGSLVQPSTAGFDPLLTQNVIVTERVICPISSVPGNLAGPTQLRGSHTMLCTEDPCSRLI
An asterisk follows results filed as active; x = no result given. Random draw from the library; 3.2% or so of the library scored in one or more.

Under each structure – PKA-R1A activ	OPRM1-OPRD1 inv	AddAB inh	Ecoli viability	MOR-DOR ag	phage Ecoli inh	Mot1-301 SUMO	PfHsp90 yeast 2	HTR5A ag	HTR5A inv ag	DSG3 Ab inh
> Cc1cccc(NC(=O)c2cccc3c2C(=O)c2ccccc2-3)c1
 : 5	-75	-1.6	-2.9	16	3.4	-18	x	5	-13	102
> Cc1ccccc1OCC(=O)Nc1ccc(C)c(S(=O)(=O)N2CCCCCC2)c1
 : -7	-7	3.5	2.3	1.4	-2.4	-11	-11	1	-1	110
> COc1ccc(-c2cnnn2-c2ccc(NC(=O)c3ccc(S(=O)(=O)N4CCCCC4)cc3)cc2)cc1OC
 : -9	24	4.3	0.0	-4.6	1.8	36	10	-5	13	118
> CC(=O)[C@@]1(O)[C@H](C)CC2C3CC=C4CC(OP(=O)(O)O)CC[C@]4(C)C3CC[C@@]21C (stereo partly specified)
 : 1	10	1.0	0.1	-2.0	3.3	-1	-11	-6	24	104
> Brc1ccc(-c2c[n+]3c(n2-c2ccccc2)SCC3)cc1
 : x	x	-1.2	-2.8	x	2.1	23	x	x	x	102
> O=C(NC(Cc1c[nH]c2ccccc12)C(=O)O)c1ccc2c(c1)OCO2 (stereo unspecified)
 : 11	13	0.7	0.6	-2.7	2.2	8	-5	1	-2	100
> C(=C\c1nc(N2CCCCCC2)c2ccccc2n1)/c1ccccc1
 : 0	18	0.1	-1.2	-3.4	-1.3	60	-23	1	4	118
> Cc1nnc2n(c1=O)N=C(c1ccc(Cl)cc1)CS2
 : -1	13	-1.5	0.3	-2.4	6.0	15	-13	1	11	113
> COc1ccc(-c2noc(CCC(=O)N3CCN(c4cccc(F)c4)CC3)n2)cc1
 : -2	13	0.4	-2.3	-2.8	3.0	x	6	0	-2	98
> COc1ccc(CCC(=O)N(C)CC(=O)Nc2cc(C)ccc2C)cc1
 : 1	2	3.4	0.3	-0.4	3.5	5	-19	9	10	102
> O=C(O)C1CCCN(S(=O)(=O)c2cccs2)C1 (stereo unspecified)
 : -10	15	1.3	-1.4	-2.7	3.8	-6	-10	-7	1	103
> COc1ccc(C(=O)COC(=O)c2ccco2)cc1
 : -14	10	1.5	-0.3	-1.8	-0.2	2	-35	-9	-3	101
> Cc1ccccc1C(=O)N1CCN=C1SCc1ccc([N+](=O)[O-])cc1
 : -5	-8	0.3	0.0	1.7	2.4	29	-28	1	-3	101
> O=C(Nc1ccc(F)cc1)Nc1ccc2c(c1)CCC2
 : 3	4	3.5	3.3	-0.8	2.5	2	0	7	-18	98
> COc1cccc(C(=O)NOCc2ccc(C)cc2)c1OC
 : -15	12	0.8	2.5	-3.3	0.0	-14	-13	1	1	102
> CCOC(=O)C1CCCN(CC(O)COc2ccc(OC)cc2C(C)(C)C)C1 (stereo unspecified)
 : -5	-8	1.1	2.9	1.7	0.6	2	12	2	-14	99
> CC1CC(C)(C)CC2(C1)NC(=O)N(CC(=O)Nc1nccs1)C2=O (stereo unspecified)
 : 1	14	1.2	0.2	-2.6	1.9	-10	-4	3	-1	97
> CCCOC(=O)C(C)Sc1n[nH]c(=O)[nH]c1=O (stereo unspecified)
 : -3	0	2.3	-1.3	0.0	1.5	-4	x	-1	2	85
> CCN(CC)C(=O)Oc1cc2c(-c3cc4cccc(OC)c4o3)cc(=O)oc2cc1C
 : 7	17	0.1	-0.2	-3.3	3.2	6	-19	7	1	103
> COc1ccccc1C(=O)C1CCCN(C(=O)CCn2cnnn2)C1 (stereo unspecified)
 : 2	10	0.3	-0.1	-1.9	4.2	-19	0	4	17	101

Looked up above.
`O=C(Nc1ccc(F)cc1)Nc1ccc2c(c1)CCC2` in AddAB inh: 3.5
`COc1ccc(-c2noc(CCC(=O)N3CCN(c4cccc(F)c4)CC3)n2)cc1` in MOR-DOR ag: -2.8
`CC1CC(C)(C)CC2(C1)NC(=O)N(CC(=O)Nc1nccs1)C2=O` (stereo unspecified) in AddAB inh: 1.2
`COc1ccc(C(=O)COC(=O)c2ccco2)cc1` in HTR5A inv ag: -3

Other records follow.
Under each structure – PKA-R1A activ	OPRM1-OPRD1 inv	AddAB inh	Ecoli viability	MOR-DOR ag	phage Ecoli inh	Mot1-301 SUMO	PfHsp90 yeast 2	HTR5A ag	HTR5A inv ag	DSG3 Ab inh
> O=C(NP(=O)(N1CCOCC1)N1CCOCC1)C1=C(N2CCOCC2)/C(=C\c2ccccc2)CC1
 : -6	15	4.1	1.6	-3.0	1.9	-6	-10	2	20	102
> NS(=O)(=O)c1cccc(NC(=O)COC(=O)CCC2CCCC2)c1
 : 5	11	-1.6	0.7	-2.0	2.9	16	x	4	-13	92
> COC(=O)C1(C(F)(F)F)N=C(N(C)C)OC(N(C)C)=N1
 : 2	17	2.9	0.4	-4.1	-1.4	1	9	-1	3	x
> CC(C)n1c2ccccc2c2nnc(SCC(=O)OCN3C(=O)c4ccccc4C3=O)nc21
 : 3	5	-1.0	-1.4	-1.0	-0.4	-8	x	0	0	x
> COc1ccccc1C(=O)NCCSCc1c(F)cccc1Cl
 : -3	8	-0.1	-1.4	-1.7	1.9	18	-13	-2	7	118
> NC(=O)C1CCN(C(=O)c2ccc(CS(=O)(=O)c3c(Cl)cccc3Cl)o2)CC1
 : -4	16	2.3	-0.6	-3.2	1.1	4	21	5	-16	108
> O=C1c2ccccc2C(=O)N1CCC(c1ccccc1)c1ccco1 (stereo unspecified)
 : 9	-14	2.3	1.9	2.7	0.2	-6	2	0	1	x
> FC(F)(F)c1ccccc1/C=N/N1CCN(Cc2ccccc2)CC1
 : 1	-7	0.0	0.3	1.3	4.5	39	-4	-1	-14	127
> COCCN(C(=O)COC(=O)c1cc2c(s1)CCCC2)c1c(N)n(Cc2ccccc2)c(=O)[nH]c1=O
 : 8	4	-2.2	-1.3	-0.6	0.4	-12	5	2	-4	69
> CC(=O)NC1=NN(C(C)=O)C(c2cccc([N+](=O)[O-])c2)S1 (stereo unspecified)
 : 3	-1	1.6	-2.2	0.2	2.3	x	-6	3	-9	104
> Cc1ccc(O)c(N=CC2=C(O)c3ccccc3C2=O)c1
 : -10	-24	-1.8	-5.1	4.0	0.3	29	-4	1	18	107
> CC1CCCC(C)N1C(=O)CSc1nc(N)c(-c2ccccc2)c(=O)[nH]1 (stereo unspecified)
 : 5	14	2.6	-1.5	-3.1	2.5	-12	-14	-3	-16	123
> Cn1c(=O)[nH]c(=O)c2c1nc(SCC(=O)O)n2CCOc1ccccc1
 : 0	19	-0.2	-2.4	-4.0	2.5	-7	25	1	-5	96
> O=C(COc1ccc(-n2cnnn2)cc1)Nc1ccc(F)c(F)c1
 : 1	2	0.4	-1.2	-0.4	2.4	-7	x	5	-19	94
> COc1ccc(CC(=O)Nc2cc(S(=O)(=O)N3CCOCC3)ccc2N2CCOCC2)cc1OC
 : 0	13	x	x	-3.1	1.9	x	9	7	-17	96
> CCn1c(=O)cc(OCC(=O)NCCCN2CCN(c3cccc(Cl)c3)CC2)c2ccccc21
 : 7	-11	1.1	0.2	2.2	4.0	1	13	-7	17	99
> CCCCNC(=O)C1=C(N)C(C(=O)Nc2ccc(C)c(S(=O)(=O)N3CCCCC3)c2)SC1=Nc1ccc(C)cc1C (stereo unspecified)
 : -12	13	-0.5	1.5	-2.5	4.8	-27	-12	-2	8	89
> CC1=C(C(=O)OCC2CCCO2)C(c2ccccc2)C2=C(CC(C)(C)CC2=O)N1 (stereo unspecified)
 : 3	18	1.3	0.6	-3.2	3.5	-10	6	0	1	106
> CC1CCN(C(=O)c2ccc(NC(=O)CC3SC(N4CCCC4)=NC3=O)cc2)CC1 (stereo unspecified)
 : 3	14	5.8	1.7	-2.2	3.7	6	x	8	-21	101
> O=C1CCCCCCCCCC/C(=N\O)CCCO1
 : x	x	1.0	0.4	x	1.2	-14	x	x	x	105

Arranged by formula weight (smallest number first): some entries from above.
Under each structure – PKA-R1A activ	OPRM1-OPRD1 inv	AddAB inh	Ecoli viability	MOR-DOR ag	phage Ecoli inh	Mot1-301 SUMO	PfHsp90 yeast 2	HTR5A ag	HTR5A inv ag	DSG3 Ab inh
> CC1CCCC(C)N1C(=O)CSc1nc(N)c(-c2ccccc2)c(=O)[nH]1 (stereo unspecified)
 : 5	14	2.6	-1.5	-3.1	2.5	-12	-14	-3	-16	123
> CC(C)n1c2ccccc2c2nnc(SCC(=O)OCN3C(=O)c4ccccc4C3=O)nc21
 : 3	5	-1.0	-1.4	-1.0	-0.4	-8	x	0	0	x
> O=C(NP(=O)(N1CCOCC1)N1CCOCC1)C1=C(N2CCOCC2)/C(=C\c2ccccc2)CC1
 : -6	15	4.1	1.6	-3.0	1.9	-6	-10	2	20	102

(more compounds)
Under each structure – PKA-R1A activ	OPRM1-OPRD1 inv	AddAB inh	Ecoli viability	MOR-DOR ag	phage Ecoli inh	Mot1-301 SUMO	PfHsp90 yeast 2	HTR5A ag	HTR5A inv ag	DSG3 Ab inh
> O=[N+]([O-])c1c(NCCO)cc(Sc2nc3ccccc3s2)c2nonc12
 : 2	12	-0.1	-1.7	-2.2	x	66	-10	-7	17	83*
> CNC(=O)Nc1cc(C)nn1C
 : -11	0	5.0	1.4	0.0	2.8	383	x	0	1	89
> Cc1ccccc1CSCCC(=O)NCCc1ccccc1
 : -6	2	0.6	0.7	-0.4	1.5	-7	-8	-2	6	103
> Cc1ccc(/C(N)=N/OC(=O)/C=C/c2ccccc2)cc1
 : -21	13	3.0	1.3	-3.1	2.1	840*	-35	-3	7	x
> CC(=O)c1cccc(NC(=O)CCc2nc3sc4c(c3c(=O)[nH]2)CCCC4)c1
 : 3	8	1.5	1.7	-1.3	2.1	0	x	0	-15	107
> O=C(CN(C(=O)CCC(=O)Nc1nccs1)c1cccc(F)c1)NCc1ccccc1
 : 4	14	2.1	0.4	-2.2	1.5	-1	-16	7	-20	x
> COCCNC(=O)CSc1ccc(C)cc1
 : -5	7	2.9	-1.3	-1.3	0.6	15	-48	-4	10	99
> CCCNC(=O)Cc1ccsc1
 : 2	19	1.7	-0.1	-4.2	0.0	47	x	1	13	99
> CCNC(=O)n1nccc1C(C)Oc1ccc(Cl)cc1 (stereo unspecified)
 : 5	4	1.2	1.2	-0.8	1.2	-10	-16	-1	2	102
> CC(C)NC(=O)c1ccc(CSCc2ccccc2Cl)o1
 : 2	6	-0.7	-0.5	-1.3	1.7	-10	-5	2	-7	94
> CCCC(=O)Nc1c2c(nn1-c1ccc(F)cc1)CS(=O)(=O)C2
 : -1	7	-1.1	-0.2	-1.5	-0.2	-3	-6	-1	3	101
> CCc1ccc(NC(=O)c2cc(C)no2)cc1
 : -4	16	4.0	1.2	-3.3	4.9	-3	-19	1	-3	104

Some of the entries so far, in CSV form:
Compound,PKA-R1A activ,OPRM1-OPRD1 inv,AddAB inh,Ecoli viability,MOR-DOR ag,phage Ecoli inh,Mot1-301 SUMO,PfHsp90 yeast 2,HTR5A ag,HTR5A inv ag,DSG3 Ab inh
CCNC(=O)n1nccc1C(C)Oc1ccc(Cl)cc1 (stereo unspecified),5,4,1.2,1.2,-0.8,1.2,-10,-16,-1,2,102
COCCNC(=O)CSc1ccc(C)cc1,-5,7,2.9,-1.3,-1.3,0.6,15,-48,-4,10,99

Bioassay records deposited in PubChem by several laboratories.
